# High-throughput results deposited in PubChem by several laboratories.
# Lipid droplet – hepatic lipid droplet formation modulation. 240,000 tested, 0.4% active. inhibition, % at 6.5 µM. AML12 mouse hepatocytes, oleate lipid droplets, BODIPY imaging;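 active means lipid droplet intensity inhibited by at least 50%, with more than 500 cells counted; inconclusive means wells with under 300 cells, treated as cytotoxic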
#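 Technique: fluorescence imaging, 20x objective, two fields per well / Assay system: AML12 hepatocytes (mouse) / Measure: % inhibition of lipid droplet signal / Doses: 6.5 µM single-point dosing / Incubation: overnight exposure / Reagent: 100 µM oleic acid challenge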
# Myeloid diff MLP – myeloid differentiation induction | ER-HoxA9 myeloid progenitors, lysozyme-GFP differentiation, flow cytometry | calls only at 10 µM | 360,000 tested, 1% active | AID 624256;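 active means normalized GFP-positive differentiation at or above the plate's own cutoff, the solvent-only control mean plus 3 SD; inconclusive means no clear call, values can overlap the other calls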;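 further: cells exposed to compound for four days before flow analysis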
# Ins promoter up – MIN6 insulin promoter up-regulation; MIN6 insulin promoter-GFP reporter, high-content imaging; active compounds read high; z-score at 5 µM; 190,000 tested, 0.3% active;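 active means z-score above 3 at 5 µM with at least 500 cells counted in the well; inconclusive means wells under 500 cells, flagged as cytotoxic or low count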
# b-catenin transl – alters nuclear translocation of beta-catenin in HeLa cells; immunofluorescence imaging; AID 1665; nuclear translocation activity, % at 5 µM; 190,000 tested, 0.3% active;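 active means nuclear translocation activity above 50% at 5 µM, with a well cell count of 50 or more; inconclusive means wells under 50 cells across six images, flagged as toxic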;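 further: per-cell ratio of nuclear to cytoplasmic median beta-catenin stain intensity; plate controls were DMSO negative control for no effect and GSK-3 inhibitor IX positive control for full effect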
#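 test system = HeLa cells, endogenous beta-catenin | dosing = single 5 µM dose plus 0.02–20 µM confirmation series | times = compound treatment 24 h, 37°C, 5% CO2 | technique = beta-catenin immunofluorescence imaging with DAPI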
# T cell HTS – modulates CD8 T cell binding to vesicles; calls only at 7 µM; AID 2052; 2C CD8+ T cell-vesicle binding, flow cytometry; active compounds read low; 330,000 tested, 0.068% active;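 active means response, share of CD8 T cells binding vesicles, and their 90th percentile fluorescence all below set limits, cut at about 80% in these data, passing the limit was not always enough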
#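 Also added: QL9-peptide-loaded Drosophila micro-vesicles bearing Ld, ICAM-1 and B7-1; Test system: purified 2C TCR transgenic mouse naive CD8+ T cells; Measured by: cytometric PE anti-B7-1 and Alexa647 anti-CD8 signals after 1% paraformaldehyde fixation; Timing: binding step 1.5 h, 37 °C, antibody labelling 20 min, ice.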
# Autophagy mod – modulators of autophagy. MEF GFP-LC3 puncta imaging; test concentration mostly 10 µM. calls only at 10 µM (by protocol). 190,000 tested, 0.98% active;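 active means percentage of spot-positive cells more than 3 SD above its plate mean, without a fluorescence outlier flag or 80% toxicity; inconclusive means no clear call, values can overlap the other calls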;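 further: spot-positive cell cutoff set from DMSO-treated cells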
# MT stabilize HCS – microtubule stabilizers in HeLa cells; HeLa tubulin immunostaining HCS, 24 h; share of cells brighter than vehicle mean+2SD; 200,000 tested, 0.83% active; AID 2205; % tubulin-high responders, % at 10 µM;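 active means plate Z-score above 3 for both tubulin-high and condensed-nucleus cell shares, with cell loss under 80%, at 10 µM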;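 further: anti alpha tubulin signal scored within the nucleus-defined area of each cell; some results filed as inactive read as strong as hits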
# West Nile antiviral – inhibition of WNV-induced cytopathic effect – cell-based, CPE readout (AID 1621) | West Nile virus-infected cells, CPE inhibition; higher % means a stronger effect | CPE inhibition, % at 10 µM; hits with a dose series show IC50 in µM | 290,000 tested, 0.02% active; in the data active means a potency from the dose series; inconclusive means CPE inhibition mostly from about 3.7% at the one dose, without a potency; inactive means the rest, 99 in 100 with CPE inhibition below about 2.2%; further: strong numbers were not always called active
# WT yeast gro inh – growth inhibition of WT yeast, mitochondrial fusion screen | 190,000 tested, 2.1% active | mitochondrial fusion phenotypic screen, WT strain | inhibition, % at 10 µM | AID 1362; in the data active means inhibition above about 58%; tested in S. cerevisiae
# WT yeast gro inh mutant strain – recorded beside WT yeast gro inh, whose call it bears; inhibition, %; mitochondrial fusion phenotypic screen, mutant strain inhibition
# Ins promoter up cell count – further read-out of Ins promoter up, marked with its call; cell count; measured here: cytotoxicity, nuclei count;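 total cells summed across four imaged fields per well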
# Lipid droplet cells 6.5 µM – further read-out of Lipid droplet, marked with its call; cell count; measured here: cell count, cytotoxicity flag;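 cells counted across two imaged fields per well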
# b-catenin transl cell count 5 µM – recorded beside b-catenin transl, whose call it bears; cell count; measured here: cell count, cytotoxicity flag
# T cell HTS vesicle-bound % – recorded beside T cell HTS, whose call it bears; double positive events, %; measured here: CD8+ vesicle-bound cell fraction;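 binding gate set so that unloaded-vesicle control wells show 10% double positive cells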
# MT stabilize HCS Hoechst-high % – further read-out of MT stabilize HCS, marked with its call; % Hoechst-high responders; measured here: nuclear condensation Hoechst responders;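 share of cells brighter than vehicle mean plus two SD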
# MT stabilize HCS cytotoxicity % – also measured in MT stabilize HCS; calls as there; toxicity, %; measured here: cytotoxicity by cell density;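 0% = mean cell density of plate MIN control wells and 100% = no cells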
# Autophagy mod cell loss 18 h – second read-out of Autophagy mod, no call of its own (marks repeat the call); toxicity, %; measured here: cell loss, nuclei count;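 cell loss after 18 h compound exposure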
# Myeloid diff MLP GFP+ MAC1+ % – further read-out of Myeloid diff MLP, marked with its call; GFP+ MAC1+ double positive, %; measured here: differentiation confirmed by MAC1 staining
# Active calls of the source: *; i = inactive; ? = inconclusive; nt = no result given; & = joins results of further samples.
SMILES,Lipid droplet,Lipid droplet cells 6.5 µM,Myeloid diff MLP,Myeloid diff MLP GFP+ MAC1+ %,Ins promoter up,Ins promoter up cell count,b-catenin transl,b-catenin transl cell count 5 µM,T cell HTS,T cell HTS vesicle-bound %,Autophagy mod,Autophagy mod cell loss 18 h,MT stabilize HCS,MT stabilize HCS Hoechst-high %,MT stabilize HCS cytotoxicity %,West Nile antiviral,WT yeast gro inh,WT yeast gro inh mutant strain
COc1ccc(NC(=O)CN2CCN(CC(=O)Nc3ccc4c(c3)OCO4)CC2)cc1,10.5,747,i,1.1,0.01,1181,nt,nt,i,50.3,i,3.4,2.5,2.8,8.6,0.2%,22.5,23.2
Cc1ccc(C(=O)Cn2cncn2)cc1,0.8,765,i,0.6,0.34,1059,-0.3,1387,i,26.8,nt,nt,nt,nt,nt,0.3%,nt,nt
COc1c(C)cccc1C(=O)Nc1ccc(N2CCOCC2)c(Cl)c1,11.7,774,i,0.4,1.86,835,-5.0,1117,i,25.5,i,-39.6,1.9,2.2,7.2,0.1%,14.1,14.7
CC(C)c1c(O)nc(SCCN(C)C)[nH]c1=O,nt,nt,i,1.7,-0.32,1007,1.0,1067,i,35.2,i,-24.9,4.5,1.6,4.2,0.2%,-8.2,-10.0
Cc1ccc(S(=O)(=O)N2CCN(C(=O)CSc3nnc(-c4ccco4)o3)CC2)cc1,nt,nt,i,0.4,0.29,966,1.4,1210,i,25.3,i,-8.3,2.9,2.4,13.2,-0.8%,-15.0,-6.1
CCOC(=O)c1cccc(NC(=O)CSc2nnc(C3CCCCC3)n2CC)c1,nt,nt,i,0.6,-0.71,1081,3.1,823,i,49.0,i,14.5,5.4,3.5,4.1,-0.2%,5.0,-2.8
O=C(CN(C(=O)c1csnn1)c1ccc(F)c(Cl)c1)NC1CCCC1,2.3,802,i,0.5,nt,nt,nt,nt,i,22.9,nt,nt,nt,nt,nt,-0.6%,nt,nt
Fc1ccc(Nc2nc(N3CCOCC3)c3ccccc3n2)cc1,nt,nt,i,1.2,nt,nt,-5.5,948,i,19.0,nt,nt,nt,nt,nt,-0.6%,31.3,13.2
CC(=O)Nc1nc(C)c(-c2csc(Nc3ccccn3)n2)s1,5.6&3.5,724&692,i,0.0&0.4,-0.41&-1.05,1268&1198,0.7&4.4,1293&1023,i,16.0&53.1,i,13.2,3.1,2.3,8.1,1.5%&1.0%,22.1,6.2
O=C1CC(C(=O)N2CCC(N3CCC(C(=O)NC4CC4)CC3)CC2)c2ccccc21 (stereo not drawn),-2.2,682,i,0.3,-0.12,1292,0.0,1218,i,28.4,i,-19.3,2.2,2.9,3.0,-0.2%,3.4,2.5
Cc1cccc(CC(=O)Nc2sc(C(C)C)cc2C(=O)N2CCOCC2)c1,-6.6,801,?,nt,nt,nt,nt,nt,i,16.8,nt,nt,nt,nt,nt,-0.8%,nt,nt
CCOC(=O)c1nc(Nc2ccc(C(=O)O)cc2)c2ccccc2n1,nt,nt,i,1.6,0.45,1493,3.8,1367,i,5.2,i,4.9,8.1,2.0,5.0,-0.1%,-11.8,-11.8
Cc1ccc(S(=O)(=O)N(C)CCCC(=O)NC(C)(C)C)cc1,16.3,690,i,0.3,0.27,1462,0.3,1518,i,29.0,i,-6.2,3.1,4.0,12.8,-0.5%,1.0,9.7
Cc1cc(C)n(Cc2nc3ccccc3n2C)n1,-9.9,707,i,3.8,0.08,1320,nt,nt,i,63.1,i,1.6,1.2,1.1,7.5,-0.1%,-2.5,-0.8
CC(=O)Nc1ccc(NC(=O)CN(C)S(=O)(=O)c2ccc3ccccc3c2)cc1,-38.2,645,i,1.3,nt,nt,nt,nt,i,71.0,nt,nt,nt,nt,nt,-0.3%,nt,nt
C=CCN1C(=O)C2C3C=CC(C2C1=O)C1C2C(=O)N(CC=C)C(=O)C2C31 (stereo not drawn),7.1,756,i,0.3,0.22,1586,0.2,1494,i,45.5,i,11.9,1.4,1.6,6.8,0.9%,-20.9,-7.7
CC(=C1C2C=CC1C1C(=O)NC(=O)C21)c1ccccc1 (stereo not drawn),0.0,752,i,4.2,-0.97,1349,-1.0,1098,i,48.3,i,1.1,3.7,1.8,1.2,0.6%,-9.2,2.4
Cc1nonc1CC(=O)N1CCc2c([nH]c3ccccc23)C1c1ccccc1F (stereo not drawn),-14.1,583,i,0.1,-0.85,1743,0.6,1498,i,52.4,i,-18.4,4.7,2.9,3.9,-0.2%,16.9,12.0
CC(C)Cn1c(=O)c2c(nc3n2CCS3)n(C)c1=O,-7.1,623,i,0.2,-0.86,1107,-0.4,1359,i,14.5,nt,nt,nt,nt,nt,-0.3%,nt,nt
O=C1NC[C@@H](Cc2cccc3ccccc23)N(CC2(c3ccccc3)CC2)C1=O,2.9,656,i,0.8,-0.58,935,-0.5,1324,i,54.9,nt,nt,nt,nt,nt,-1.1%,nt,nt
O=C(c1ccc(Cl)c(Cl)c1)N1CCN(c2ccccn2)CC1,22.8,814,i,0.6,nt,nt,nt,nt,i,39.6,nt,nt,nt,nt,nt,-0.8%,nt,nt
CN(Cc1ccccc1)C(NC(=O)c1ccco1)C(Cl)(Cl)Cl (stereo not drawn),-3.1,712,i,1.0,-0.25,1304,-1.2,1090,i,16.4,i,-18.4,3.5,2.6,3.7,0.2%,14.3,4.5
O=C(Nc1ccc(-c2ccc([N+](=O)[O-])cc2)cc1)c1ccccc1F,7.0,666,i,0.6,-0.59,1195,1.2,1172,i,15.9,i,-4.3,2.9,3.2,6.5,1.0%,-3.0,9.6
N/C(=N\N=C\c1ccc(Br)o1)c1nonc1N,-15.3,666,i,0.5,0.22,1104,1.1,1263,i,35.5,nt,nt,nt,nt,nt,0.0%,nt,nt
C/C(=N/NC(=O)c1ccco1)c1ccc(NC(=O)c2ccc(F)cc2)cc1,2.2,660,i,0.4,0.29,1348,-1.7,566,i,17.7,i,-10.9,4.0,2.5,5.9,0.0%,-8.9,-8.1
NC(=O)C1(N2CCCCC2)CCN(c2nc(-c3ccc(Br)cc3)cs2)CC1,nt,nt,i,5.5,-0.48,945,nt,nt,i,1.3,i,4.7,1.9,2.1,7.9,0.5%,65.0*,55.3*
Cc1c(NC(=O)c2ccc(Br)o2)c(=O)n(-c2ccccc2)n1C,13.4,667,i,1.3,1,1104,-1.4,1097,i,11.3,i,1.9,3.4,3.6,21.4,0.4%,7.2,-12.3
Cc1ccc(C(=O)Oc2ccc3c(c2)ncn3C)cc1,3.8,786,i,7.4,1.2,808,-1.4,1070,i,34.2,i,-2.4,1.8,1.3,8.1,-0.2%,-1.9,-6.3
CC1Cc2ccccc2C(CCc2ccccc2)=N1 (stereo not drawn),9.8,869,i,0.2,nt,nt,nt,nt,i,47.7,nt,nt,nt,nt,nt,-0.5%,nt,nt
CCOC(=O)N1CCN(CC(O)COCc2ccc(OC)c(OC)c2)CC1 (stereo not drawn),19.2,682,i,0.4,-0.08,1365,nt,nt,i,45.0,i,2.8,2.4,1.9,1.2,0.1%,-10.4,-8.8
CCN(CC)S(=O)(=O)c1cccc(C(=O)/C=C2/N(C)c3ccccc3C2(C)C)c1,-15.1,558,i,0.2,-1.01,1360,-1.4,889,i,39.4,i,0.8,1.8,3.3,5.8,-1.2%,-10.1,-2.4
C[C@H](NC(=O)OC(C)(C)C)c1nnc(SCC(N)=O)o1,nt,nt,i,2.1,0.24,1175,-2.1,971,i,25.3,i,0.8,5.2,2.5,5.2,0.6%,20.4,25.5
COc1ccccc1NS(=O)(=O)c1ccc(NC(=O)c2nc3nc(C)cc(C(F)F)n3n2)cc1,7.2,764,i,8.3,-0.23,945,-4.5,1187,i,38.0,i,-2.2,1.3,1.3,4.2,-0.3%,-7.9,-22.3
N#Cc1ccc(-c2ccc(OCC(O)Cn3nnc4ccccc43)cc2)cc1 (stereo not drawn),-16.8,681,i,0.5,nt,nt,-2.5,1184,i,28.1,i,16.1,2.4,1.6,8.9,1.3%,51.8,33.2
CC(C)N(CCO)Cc1nc(C(c2ccccc2)c2ccccc2)no1,-1.0,854,i,0.4,nt,nt,nt,nt,i,55.3,nt,nt,nt,nt,nt,-0.6%,nt,nt
CCCOc1ccc(C2C3=C(Nc4nc(N)[nH]c(=O)c42)c2ccccc2C3=O)cc1 (stereo not drawn),-0.6,724,i,0.4,-0.46,1014,0.5,1232,i,6.4,nt,nt,nt,nt,nt,0.3%,nt,nt
CN1CCN(S(=O)(=O)c2ccc(N3CCc4ccccc4C3)nc2)CC1,1.1,710,i,0.6,1.5,1632,3.1,738,i,45.3,i,-8.9,1.2,1.4,6.0,-0.6%,-19.8,-4.3
Cc1ccc(C(CC(=O)N2CCNCC2)c2ccccc2)c(O)c1C (stereo not drawn),1.9,881,i,0.4,nt,nt,nt,nt,i,22.9,nt,nt,nt,nt,nt,0.5%,nt,nt

# Entries of single compounds, looked up by structure. Values in the order: Lipid droplet	Lipid droplet cells 6.5 µM	Myeloid diff MLP	Myeloid diff MLP GFP+ MAC1+ %	Ins promoter up	Ins promoter up cell count	b-catenin transl	b-catenin transl cell count 5 µM	T cell HTS	T cell HTS vesicle-bound %	Autophagy mod	Autophagy mod cell loss 18 h	MT stabilize HCS	MT stabilize HCS Hoechst-high %	MT stabilize HCS cytotoxicity %	West Nile antiviral	WT yeast gro inh	WT yeast gro inh mutant strain
# Record of CC(C)c1c(O)nc(SCCN(C)C)[nH]c1=O → nt	nt	i	1.7	-0.32	1007	1.0	1067	i	35.2	i	-24.9	4.5	1.6	4.2	0.2%	-8.2	-10.0
# Record of CC(=O)Nc1nc(C)c(-c2csc(Nc3ccccn3)n2)s1 → 5.6&3.5	724&692	i	0.0&0.4	-0.41&-1.05	1268&1198	0.7&4.4	1293&1023	i	16.0&53.1	i	13.2	3.1	2.3	8.1	1.5%&1.0%	22.1	6.2
